RXFP1 antagonist = blocks the human relaxin receptor RXFP1 | activity change, negative = inhibition, % at 57.5 µM | HEK293-RXFP1, relaxin-stimulated cAMP HTRF, 30 min; hits give low values | Q9HBX9 | 350,000 tested, 0.59% active;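 active = activity change of -60% or lower, but not beyond a set lower limit; inconclusive = change between -60% and -40%, or beyond the set limit; inactive = change above -40%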; note: % is set by controls: 0 for no effect and ±100 for the full control effect
BLM inh = Bloom syndrome helicase (human) inhibition; 350,000 tested, 0.2% active; P54132; Potency, µM (top dose mostly 56.1 µM), for the others: at the highest dose activity change, negative = inhibition, actives largely listed as inhibitors; recombinant BLM DNA unwinding, fluorescence dequenching;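 note: potency is the fitted concentration of half-maximal effect; plate controls were vehicle for no effect and no enzyme for full effect; nearly all actives have a fitted effect of over 35% in size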
Pol beta inh = inhibitors of human DNA polymerase beta; 340,000 tested, 1.3% active; P06746; Potency, µM (highest dose often 114 µM), without a hit: at the top dose activity change, negative = inhibition, most hits filed as inhibitors; Pol beta primer extension/strand displacement, fluorescence kinetic; note: potency is the fitted concentration of half-maximal effect; % is set by controls: 0 for no effect and ±100 for the full control effect
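Human Pol beta at 10 nM; strand-displacement substrate 50 nM final. Compound exposure 15 min at room temperature before start, reaction 10 min at room temperature.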
Tb PGK inh = inhibitors of T. brucei phosphoglycerate kinase; P07378; PGK/GAPDH coupled, Kinase-Glo luminescence, 60 min; Potency, µM (highest dose often 57.5 µM), inactives show at the top dose activity change, negative = inhibition, usual class: inhibitors; 380,000 tested, 0.043% active; AID 602233; note: potency is the fitted concentration of half-maximal effect; % is set by controls: 0 for no effect and ±100 for the full control effect; nearly all actives have a fitted effect of over 60% in size
Target sequence (P07378 whole entry, looked up): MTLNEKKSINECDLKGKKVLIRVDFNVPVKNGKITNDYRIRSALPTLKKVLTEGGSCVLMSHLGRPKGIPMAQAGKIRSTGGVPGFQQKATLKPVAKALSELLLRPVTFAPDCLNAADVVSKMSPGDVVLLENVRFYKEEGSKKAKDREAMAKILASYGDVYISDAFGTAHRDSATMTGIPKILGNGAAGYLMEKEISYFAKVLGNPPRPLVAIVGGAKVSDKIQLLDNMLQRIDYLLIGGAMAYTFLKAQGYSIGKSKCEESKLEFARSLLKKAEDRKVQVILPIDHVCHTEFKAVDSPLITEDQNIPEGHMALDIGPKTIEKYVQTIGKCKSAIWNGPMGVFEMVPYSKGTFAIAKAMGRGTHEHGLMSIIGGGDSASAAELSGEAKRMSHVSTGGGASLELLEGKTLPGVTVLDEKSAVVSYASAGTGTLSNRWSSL
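Recombinant glycosomal PGK reaction used 1,3-bisphosphoglycerate generated in-well by GAPDH (100nM final) in 100mM TEA pH 7.6, 5mM MgCl2, 0.01% Tween-20. After 60 minutes at room temperature, ATP was read by Kinase-Glo Plus luminescence end-point.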
Anesthetic bind = candidate novel general anesthetic via apoferritin binding; P02791; apoferritin/1-aminoanthracene competitive binding, fluorescence; Potency, µM (highest dose often 77.5 µM), for the others: at the top dose activity change, negative = displacement, hits mostly inhibitors; 350,000 tested, 0.074% active; AID 485281; note: potency is the fitted concentration of half-maximal effect; % is set by controls: 0 for no effect and ±100 for the full control effect; nearly all actives have a fitted effect of over 20% in size
Target sequence (P02791 2-175 limits assumed): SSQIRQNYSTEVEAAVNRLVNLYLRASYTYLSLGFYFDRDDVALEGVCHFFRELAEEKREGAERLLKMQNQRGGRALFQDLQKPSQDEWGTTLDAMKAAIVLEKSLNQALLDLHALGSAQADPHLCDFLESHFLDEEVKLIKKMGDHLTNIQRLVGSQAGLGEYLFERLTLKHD
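Apoferritin-based anesthetic binding model; compound displacement of fluorescent 1-AMA measured as endpoint fluorescence after 10 minutes at room temperature, scaled to free-ligand and complex controls.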
POLK inh = DNA polymerase kappa (human) inhibition; Q9UBT6; purified Pol kappa, fluorescent DNA synthesis assay, 10 min; Potency, µM (doses to about 107 µM), for the others: at the highest dose activity, negative = inhibition, actives largely listed as inhibitors; 400,000 tested, 0.53% active; AID 588579; note: potency is the fitted concentration of half-maximal effect; % is set by controls: 0 for no effect and ±100 for the full control effect
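Kinetic fluorescence readout at 0 and 10 min followed reaction start with substrate at 50 nM final. Beforehand, enzyme (10 nM Pol kappa) stood 15 min with compound at room temperature; buffer-only wells were negative controls.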
APE1 inh = APE1 (human) endonuclease inhibition. 350,000 tested, 0.35% active. AID 2517. recombinant APE1, TAMRA/BHQ-2 abasic DNA cleavage fluorescence. P27695. Potency, µM (doses to about 65.8 µM), inactives show at the highest dose activity change, negative = inhibition, hits mostly inhibitors;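 note: potency is the fitted concentration of half-maximal effect; plate controls were vehicle for no effect and reference inhibitor for full effect; nearly all actives have a fitted effect of over 55% in size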
Target sequence (P27695 whole entry, looked up): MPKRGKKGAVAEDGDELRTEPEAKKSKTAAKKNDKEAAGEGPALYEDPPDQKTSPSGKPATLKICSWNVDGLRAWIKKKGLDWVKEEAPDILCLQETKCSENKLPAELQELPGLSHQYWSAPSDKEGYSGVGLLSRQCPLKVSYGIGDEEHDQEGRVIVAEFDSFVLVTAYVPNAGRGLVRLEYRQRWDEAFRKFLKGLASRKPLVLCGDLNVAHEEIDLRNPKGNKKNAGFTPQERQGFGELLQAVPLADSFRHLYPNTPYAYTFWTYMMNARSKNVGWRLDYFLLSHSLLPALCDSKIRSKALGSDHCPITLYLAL
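0.75 nM APE1 + cpd, 15 min RT; start w/ 50 nM TAMRA/BHQ-2 THF-abasic dsDNA; kinetic fluor 525/598 nm ×3 reads @60 s; Δ(read3−read1); normalized to DMSO and NSC13755 control wells.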
POLH inh = inhibitors of human DNA polymerase eta. Q9Y253. recombinant Pol eta, fluorescent DNA replication assay. Potency, µM (series often up to 114 µM), without a hit: at the highest dose activity change, negative = inhibition, most hits filed as inhibitors. 390,000 tested, 1.2% active. AID 588591; note: potency is the fitted concentration of half-maximal effect; % is set by controls: 0 for no effect and ±100 for the full control effect
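Pol eta at 10 nM preincubated with compounds 15 min at room temperature; reaction started with fluorescent substrate (50 nM final) and read kinetically at 0 and 10 min.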
POLI inh = blocks human DNA polymerase iota activity | 390,000 tested, 1% active | Pol iota fluorescent replication assay, 10 min | Potency, µM (highest dose often 115 µM), inactives show at the top dose activity, negative = inhibition, most hits filed as inhibitors; note: potency is the fitted concentration of half-maximal effect
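Fluorescent replication assay read twice, at 0 min and 10 min after adding 50 nM (final) substrate. Enzyme (10 nM) and compounds were first incubated 15 min at room temperature; enzyme-free buffer wells were negative controls.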
Starred values were filed as active, the others as inactive; i = inactive; ? = inconclusive; / = not tested or not shown; [ ] = another dose, or the depositor's remark. Unless noted, calls come from the whole dose curve; as a rule, active = well fitted curve in the direction sought with a large enough effect; inconclusive = small, poorly fitted or top-dose-only effect, or another doubt; inactive = no such curve, though single readings can be large; an effect the other way counts as inactive or inconclusive. Some of the compounds tested. The share of hits here may be higher or lower than overall.

SMILES,RXFP1 antagonist,BLM inh,Pol beta inh,Tb PGK inh,Anesthetic bind,POLK inh,APE1 inh,POLH inh,POLI inh
O=C1NCCOC(=O)[C@H](Cc2ccc(F)cc2)C/C=C\C[C@H]1CC(=O)N(CCO)Cc1ccccc1,/,/,/,-4%,/,3%,-6%,-15%,8%
COc1ccc(-c2c(-c3cc(OC)cc(OC)c3)n(C)c3ccc(-c4cccc5[nH]ccc45)cc23)cc1,/,/,/,-2%,/,-8%,6%,1%,-10%
CC(C)N(C(=O)[C@H]1C[C@H](CC(=O)NCCCn2ccnc2)C(=O)N2CCc3c([nH]c4cc(-c5ccco5)ccc34)[C@]12C)C(C)C,/,/,/,2%,/,-2%,-7%,-3%,15%
Cc1sc2ncn(CC(=O)NCCCC(=O)N3CCN(Cc4ccc5c(c4)OCO5)CC3)c(=O)c2c1C,-16,1%,-1%,-6%,-10%,-20%,2%,-8%,175%[activator]
O=C(OCC1OC(n2ccc(=O)[nH]c2=O)C(Cl)C1O)c1ccccc1 (stereo not given),-12,-3%,33%,-7%,-1%,-2%,23%,-16%,102%[activator]
Cc1cc(=O)oc2cc(O[C@@H]3O[C@H](CO)[C@@H](O)[C@H](O)[C@H]3O)ccc12,4,-2%,-17%,i,2%,15%,7%,-8%,36%[activator]
COC(=O)c1cc2sccc2n1Cc1nc(-c2cccc(Br)c2)oc1C,-6,-3%,22%,-2%,2%,0%,/,-2%,7%
CCn1cc(C(=O)N2CCCC(C(=O)c3ccc4ccccc4c3)C2)cn1 (stereo not given),-4,-1%,19%,3%,-10%,-14%,-3%,-8%,16%
COc1ccc(C)cc1N=Nc1ccc(O)c2ncccc12,1,-5%,28%,-9%,-8%,2%,1%,-17%,43%[activator]
COc1ccc(C2C(C#N)=C(N)OC3=C2C(=O)CC(C)C3)c(OC)c1OC (stereo not given),7,1%,1%,-7%,6%,-16%,7%,0%,10%
CN(CC(=O)Nc1ccc(F)cc1)S(=O)(=O)c1ccc2c(c1)c(=O)n(C)c(=O)n2C,5,1%,4%,-1%,-2%,-6%,20%,-5%,10%
COc1ccc(Cl)cc1C(=O)Nc1ccc2c(c1)OCO2,-6,-9%,12%,i,-8%,-10%,-5%,-7%,-1%
CCOC(=O)C1(CC2CC2)CCN(Cc2cnc(-c3ccc(OC)cc3)nc2)CC1,4,-9%,0%,-7%,-15%,-7%,-2%,?,10%
c1coc(CSCc2cn3cccnc3n2)c1,-5,-3%,14%,-3%,-8%,-9%,-12%,-4%,-9%
COc1ccc(-n2ccn3c(CC(C)(C)CC(=O)O)nnc3c2=O)cc1,/,-5%,2%,3%,1%,-1%,/,-9%,13%
CC1(C)CC(=O)C2=C(C1)N(c1ccccc1)C(N)=C(C#N)C2c1ccsc1 (stereo not given),-4,0%,?,-10%,-18%,-6%,3%,2%,4%
Oc1[nH]c2ccc(Br)cc2c1N=NC(=S)N1CCOCC1,?,-4%,19%,4%,0%,-27%,1%,-5%,9%
COc1ccc(-c2cc(C)nc(SCc3cccc(C(=O)O)c3)n2)cc1,-7,2%,2%,-9%,-10%,-4%,-5%,-9%,-7%
COc1ccc(C2C(C(=O)NCc3ccccn3)c3ccccc3C(=O)N2C)cc1OC (stereo not given),5,-2%,51%,6%,-13%,6%,-2%,-14%,42%[activator]
N#Cc1cc([N+](=O)[O-])ccc1NC(=O)COC(=O)C1CCC(=O)N1 (stereo not given),2,/,/,i,/,-7%,17%,?,19%
O=C(OCCN1CCCCC1)C1(c2ccccc2)CCCC1,-3,-8%,8%,-9%,-9%,-11%,?,-5%,151%[activator]
c1cncc(-c2nc(NCC3CCCO3)c3ccccc3n2)c1 (stereo not given),-3,2%,43%,4%,0%,-12%,0%,1%,-14%
O=C(CCS(=O)(=O)c1cc2c(cc1Cl)NC(=O)CO2)NCCc1ccc(Cl)cc1,/,1%,1%,i,229%[activator],-1%,/,-16%,41%[activator]
COc1cccc(CNC(=O)CCN2C(=O)[C@@H]3Cc4ccccc4CN3C2=O)c1,3,-2%,20%,-4%,-10%,7%,86%,-14%,5%
CNc1nc(-c2ccccc2)nnc1C(F)(F)F,-10,0%,1%,-1%,5%,2%,11%,0%,16%

A second format for 2 compounds above.
Second line of a record – RXFP1 antagonist	BLM inh	Pol beta inh	Tb PGK inh	Anesthetic bind	POLK inh	APE1 inh	POLH inh	POLI inh
Cc1cc(=O)oc2cc(O[C@@H]3O[C@H](CO)[C@@H](O)[C@H](O)[C@H]3O)ccc12
 : 4	-2%	-17%	i	2%	15%	7%	-8%	36%[activator]
Oc1[nH]c2ccc(Br)cc2c1N=NC(=S)N1CCOCC1
 : ?	-4%	19%	4%	0%	-27%	1%	-5%	9%

Later entries:
SMILES,RXFP1 antagonist,BLM inh,Pol beta inh,Tb PGK inh,Anesthetic bind,POLK inh,APE1 inh,POLH inh,POLI inh
COc1ccc(CCN2CC(C(=O)N(C)Cc3ccc(C)o3)CCC2=O)cc1 (stereo not given),-16,0%,28%,1%,0%,-10%,-5%,-2%,16%
Cc1cc(Nc2nc3c(c(=O)n(C)c(=O)n3C)n2C)n(-c2ccc(Cl)cc2)n1,1,-5%,13%,-14%,-4%,-5%,6%,-18%,9%
CCOC(=O)C1CCN(C(=O)c2ccc(S(=O)(=O)Nc3ccccc3OC)cc2)CC1,2,/,/,11%,/,-5%,6%,-19%,18%
Cc1ccc(NC(=O)C2C3C=CC4(CN(Cc5cccnc5)C(=O)C24)O3)cc1 (stereo not given),-13,-1%,-29%,-6%,-1%,5%,-12%,-2%,11%
COC(=O)c1ccc(NC(=S)NCC2CC2)cc1,-5,-7%,-10%,-8%,-3%,-1%,-4%,-8%,6%
c1ccc(N2CCN(c3nc4ccccc4n4nnnc34)CC2)cc1,-4,-3%,2%,-6%,-16%,-13%,-2%,-4%,7%
CCOC(=O)c1cccc(NC(=O)N2CC(CC)Oc3ccccc32)c1 (stereo not given),-16,-3%,4%,-12%,-4%,3%,/,-18%,36%[activator]
O=C(CNc1cc(S(=O)(=O)N2CCCC2)ccc1OCC(F)(F)F)Nc1cccc(C(F)(F)F)c1,19,-10%,1%,-1%,-15%,-19%,-7%,-25%,-7%
O=C(NNS(=O)(=O)c1ccccc1)C1CCN(S(=O)(=O)c2ccc(Cl)cc2)CC1,8,3%,-1%,2%,5%,-11%,2%,-13%,55%[activator]
O=C1c2cccc3c([N+](=O)[O-])ccc(c23)C(=O)N1c1nccs1,40,-7%,?,-3%,-17%,-1%,-2%,-12%,?
Cc1ccc(Nc2nnc(SCC(=O)NC3CC3)s2)cc1,1,/,/,0%,/,-28%,-1%,-16%,18%
CCOC(=O)c1c(N)sc2c(O)c(Br)ccc12,-20,1%,0%,4%,-20%,-3%,-6%,-13%,7%
O=C(COc1ccccc1)Nc1cc(Cl)ccc1Cl,-4,3%,10%,-4%,-20%,-15%,13%,-6%,?
CCc1cccc(-n2nnc(-c3nc(-c4ccccc4Cl)no3)c2N)c1,-4,-3%,?,i,?,-4%,/,-12%,-15%
CCOC(=O)CNc1c(-c2ccc(F)cc2)nc2cnccn12,33,-3%,-2%,-8%,610%[activator],-17%,1%,3%,10%
CN(C(=O)COC(=O)c1ccccc1SCC(=O)N1CCCC1)C1(C#N)CCCCC1,5,/,/,i,/,-3%,-9%,-23%,43%[activator]
Cc1ccc(CNC(=O)CCCCCn2c(=O)[nH]c3ccccc3c2=O)cc1,-16,-1%,0%,-2%,-2%,-1%[60.1 µM],/,-15%,23%
Cc1ccc(CNC(=O)c2ccc(N3CCC4(CC3)CC(c3cccc(Br)c3)=NO4)c(NC(=O)c3c(Cl)cccc3Cl)c2)cc1,/,/,/,i,/,4%,-2%,-3%,?
Cc1ccc(S(=O)(=O)c2nnn3c2nc(N2CCCCC2)c2ccccc23)cc1,-9,-7%,1%,3%,-1%,-7%,-11%,-8%,12%
Cc1ccccc1OCCn1cc(C(=O)c2ccco2)c2ccccc21,-25,-7%,-22%,-7%,?,2%,/,-26%,32%[activator]
CC(=O)Nc1ccc(C(=O)N2CCCc3ccccc32)cc1,-1,-1%,-1%,7%,-2%,2%,28%,-1%,133%[activator]
Cc1cccc(CNc2nc(-c3cccc(NS(C)(=O)=O)c3)nc3ccccc23)c1,/,-8%,/,/,-24%,-10%[60.1 µM],-3%,/,/
Cc1ccc(C(=O)C(C)Oc2ccc3ccc(=O)oc3c2)cc1 (stereo not given),-18,-3%,12%,i,?,-4%,27%,-13%,2%
COc1ccc(S(=O)(=O)N(CCO)c2ccccc2CN(C)CC=Cc2ccc(Cl)cc2)cc1,/,-7%,/,/,40%[activator],-19%[60.1 µM],?,/,/
CCOc1ccccc1N(CC(=O)Nc1c(C)n(C)n(-c2ccccc2)c1=O)S(=O)(=O)c1ccccc1,-2,-2%,0%,/,-3%,-1%,?,-16%,10%
COc1ccc(Br)cc1CNC(=O)c1ccc2c(c1)N(Cc1ccc(C)cc1)CCS2,1,-4%,29%,/,287%[activator],1%,/,/,-8%
O=C(CN1CCN(C(=O)c2ccccc2F)CC1)Nc1ccc(Br)cc1,-8,-2%,-2%,-6%,-5%,-13%,-3%,-16%,3%

Some values from the list:
Value of Cc1ccc(S(=O)(=O)c2nnn3c2nc(N2CCCCC2)c2ccccc23)cc1 in POLH inh: -8%
Value of c1ccc(N2CCN(c3nc4ccccc4n4nnnc34)CC2)cc1 in POLK inh: -13%

High-throughput results: PubChem BioAssay, National Center for Advancing Translational Sciences (NCATS)
